Screening data: PubChem, NCI
All columns: NCI-60 one-dose screen, growth in % after 48 h at 10 µM unless noted; 100 = growth as untreated, 0 = no growth, -100 = all killed.
HS 578T = HS 578T breast cancer; AID 1794788; 78,000 compounds, 4.1% hits
UACC-62 = UACC-62 melanoma; 81,000 compounds, 5.4% hits; AID 1794756
UACC-257 = UACC-257 melanoma. 78,000 compounds, 4.4% hits. AID 1794764
SK-MEL-28 = SK-MEL-28 melanoma | 81,000 compounds, 4.1% hits | AID 1794761
MALME-3M = MALME-3M melanoma; 78,000 compounds, 5.8% hits; AID 1794766
SK-MEL-5 = SK-MEL-5 melanoma; 80,000 compounds, 6.4% hits
SK-MEL-2 = SK-MEL-2 melanoma. 77,000 compounds, 4.7% hits
LOX IMVI = LOX IMVI melanoma; 79,000 compounds, 7.4% hits; AID 1794757
Active calls of the source: *; . = no result given; & = joins results of further samples; ! = not active in a repeat. How the source made its calls: active means growth percent below 10; inactive means the rest. Only part of the results is shown, so the mix of outcomes need not match the whole.

item | SMILES | HS 578T | MALME-3M | SK-MEL-5 | UACC-257
1 | CCN(CC)C(=O)C1CN2CCc3cc(OC)c(OC)cc3C2CC1OC(C)=O (configuration not stated) | 112.9 | 94.6 | 123.4 | 99.4
2 | NS(=O)(=O)c1cccc(N2C(=O)c3ccccc3C2=O)c1 | 107.7 | 102.8 | 105.6 | 104.5
3 | CCn1cc(C(=O)O)c(=O)c2cc(F)c(N3CCNC(C)C3)c(F)c21 (configuration not stated) | 112.5 | . | 108.9 | 109.6
4 | CCCCC(CC)COC(=O)c1ccccc1O (configuration not stated) | 114.3 | 108.0 | 100.5 | 100.9
5 | Cc1cc(Cl)ccc1NC(=O)Nc1ccc2nc(NS(=O)(=O)c3ccc4ccccc4c3)sc2c1 | 94.2 | 90.7 | 95.7 | 95.8
6 | CCOC(=O)c1ccccc1O | . | 110.9 | 105.5 | 95.9
7 | CCCCCCCCCCCC[N+](C)(C)Cc1ccccc1 | 43.2 | -19.2* | -87.1* | 2.2*
8 | Cn1cc(-c2nc(N)nnc2-c2c[nH]c3ccc(F)cc23)c2cc(Br)ccc21 | 80.3 | 94.9 | 87.2 | 100.8
9 | CN(C)c1ccc2nc3ccc(=[N+](C)C)cc-3sc2c1 | 111.1&49.8 | -12.7*! | 5.7*! | -22.4*!
10 | COc1ccc2c(c1)c(-c1noc(C(=O)c3cn(C)c4ccccc34)n1)cn2C | 75.6 | 87.2 | 98.6 | 101.8

item | SK-MEL-2 | SK-MEL-28 | UACC-62 | LOX IMVI
1 | 103.7 | 103.2 | 101.3 | 106.5
2 | 101.3 | 106.4 | 102.6 | 101.1
3 | 100.2 | 114.6 | 104.6 | 103.8
4 | 110.5 | 120.0 | 100.2 | 106.8
5 | 99.3 | 100.8 | 87.4 | 95.0
6 | 94.4 | 119.7 | 105.7 | .
7 | -11.9* | 17.5 | -41.2* | 25.9
8 | 115.4 | 89.8 | 83.9 | 78.1
9 | 79.6&47.3&20.0 | 75.0&45.9&20.0 | 7.3*! | 5.6*!
10 | 95.3 | 108.6 | 97.0 | 99.4

Additional structures.
item | SMILES | HS 578T | MALME-3M | SK-MEL-5 | UACC-257
11 | Cn1cc(-c2nnc(N)nc2-c2cn(C)c3ccccc23)c2cc(Br)ccc21 | 85.4 | 95.6 | 86.2 | 101.7
12 | CC[C@]12CCCN3CCc4c(n(c5ccccc45)[C@](O)(C(=O)OC)C1)[C@@H]32 | 106.5 | 98.4 | 92.9 | 110.6
13 | Cc1scc2c1N(C(=O)CN1CCN(C)CC1)c1ccccc1NC2=O | 112.2 | 108.2 | . | 105.7
14 | CC[C@H](C)[C@H](N)C(=O)O | 91.7 | 103.0 | 100.8 | 119.3
15 | O=C(O)Cc1sc(-c2ccccc2)nc1-c1ccc(Cl)cc1 | 103.3 | 94.4 | 101.9 | 109.8
16 | COc1ccc2c(c1)c(C(=O)c1nc(-c3cn(C)c4ccc(Br)cc34)no1)cn2C | 93.7 | 78.2 | 90.4 | 74.0
17 | Cn1cc(-c2nnc(-c3cn(C)c4ncc(Br)cc34)s2)c2ccccc21 | 105.2 | 95.3 | 91.1 | 105.8
18 | CC1=C(C(=O)Nc2ccc(S(N)(=O)=O)cc2)C(c2cccc(O)c2)NC(=O)N1 (configuration not stated) | 91.1 | 102.2 | 103.3 | 108.1
19 | Cc1cc(CC(C)CC(C)(C)C)n(O)c(=O)c1 (configuration not stated) (tested in a mixture with another compound) | 62.8 | 8.5* | -1.2* | -1.8*
20 | COc1cc(C2NC(=O)NC(C)=C2C(=O)Nc2ccc(S(N)(=O)=O)cc2)cc(OC)c1OC (configuration not stated) | 101.7 | 97.5 | 97.6 | 103.7

item | SK-MEL-2 | SK-MEL-28 | UACC-62 | LOX IMVI
11 | 96.0 | 101.0 | 66.6 | 82.2
12 | 109.2 | 115.2 | 105.8 | 95.1
13 | 113.1 | 109.7 | 108.7 | 99.7
14 | 108.7 | 108.7 | 101.7 | 98.7
15 | 97.5 | 113.9 | 103.1 | 93.7
16 | 101.1 | 95.6 | 80.3 | 94.6
17 | 99.6 | 102.6 | 77.5 | 94.7
18 | 104.9 | 120.6 | 103.6 | 98.0
19 | . | 25.1 | -8.6* | 8.0*
20 | 106.0 | 106.4 | 94.8 | 97.2

Five entries drawn at random from the list so far:
item | SMILES | HS 578T | MALME-3M | SK-MEL-5 | UACC-257
11 | Cn1cc(-c2nnc(N)nc2-c2cn(C)c3ccccc23)c2cc(Br)ccc21 | 85.4 | 95.6 | 86.2 | 101.7
20 | COc1cc(C2NC(=O)NC(C)=C2C(=O)Nc2ccc(S(N)(=O)=O)cc2)cc(OC)c1OC (configuration not stated) | 101.7 | 97.5 | 97.6 | 103.7
19 | Cc1cc(CC(C)CC(C)(C)C)n(O)c(=O)c1 (configuration not stated) (tested in a mixture with another compound) | 62.8 | 8.5* | -1.2* | -1.8*
17 | Cn1cc(-c2nnc(-c3cn(C)c4ncc(Br)cc34)s2)c2ccccc21 | 105.2 | 95.3 | 91.1 | 105.8
12 | CC[C@]12CCCN3CCc4c(n(c5ccccc45)[C@](O)(C(=O)OC)C1)[C@@H]32 | 106.5 | 98.4 | 92.9 | 110.6

item | SK-MEL-2 | SK-MEL-28 | UACC-62 | LOX IMVI
11 | 96.0 | 101.0 | 66.6 | 82.2
20 | 106.0 | 106.4 | 94.8 | 97.2
19 | . | 25.1 | -8.6* | 8.0*
17 | 99.6 | 102.6 | 77.5 | 94.7
12 | 109.2 | 115.2 | 105.8 | 95.1

Following part.
item | SMILES | HS 578T | MALME-3M | SK-MEL-5 | UACC-257
21 | CN(C)C(=O)c1cc2cnc(Nc3ccc(N4CCNCC4)cn3)nc2n1C1CCCC1 | . | 84.6 | 69.3 | 84.0
22 | CCCSc1nc(NC(=O)CN2CCN(c3cc4c(cc3F)c(=O)c(C(=O)O)cn4C3CC3)CC2)cc(=O)[nH]1 | 46.1 | 97.5 | 92.0 | 104.5
23 | COc1ccc(C2NC(=O)NC(C)=C2C(=O)Nc2ccc(S(N)(=O)=O)cc2)cc1OC (configuration not stated) | 98.5 | 103.0 | 104.2 | 113.2
24 | O=C(Nc1cccc(Cl)c1)Nc1ncc(CCNc2ncnc3ccsc23)s1 | . | 19.0 | -52.0* | 11.5
25 | COc1ccc(/C=C/C(C)=N/OC(C)C(N)=O)cc1 (configuration not stated) | 109.2 | 97.7 | 101.4 | 103.2
26 | Cc1cc(C(=O)Nc2cc(Oc3ccc4nc(NC(=O)C5CC5)cn4n3)ccc2C)n(C)n1 | . | -5.4* | 23.6 | -29.0*
27 | Nc1c2ccccc2nc2ccccc12 | 82.2&27.5&44.9 | 5.2*! | 5.3*! | -31.3*!
28 | CCN(CCCCOC(=O)c1ccc(OC)c(OC)c1)C(C)Cc1ccc(OC)cc1 (configuration not stated) | 110.7&99.1 | 92.6&94.5 | 94.3&88.2 | 97.4&111.6
29 | CC(C)(C)NCC(O)COc1cccc2c1C[C@H](O)[C@H](O)C2 (some centres not stated) | 97.5 | 106.3 | 76.3 | .
30 | O=C(c1ccc2nc(NS(=O)(=O)c3ccc4ccccc4c3)sc2c1)N1CCN(c2ccccc2F)CC1 | 95.4 | 108.3 | 108.3 | 96.7

item | SK-MEL-2 | SK-MEL-28 | UACC-62 | LOX IMVI
21 | . | 95.8 | 75.1 | 40.5
22 | 100.7 | 90.9 | 83.5 | 92.0
23 | 116.0 | 102.4 | 96.1 | 99.5
24 | . | 33.5 | -24.7* | 16.4
25 | . | 116.3 | 110.2 | 94.8
26 | . | 0.5* | -16.9* | -20.1*
27 | -33.8*! | 82.1&28.2&18.0 | 27.3&36.3&13.9 | -53.7*!
28 | 104.8&110.6 | 107.4&112.3 | 99.0&106.7 | 94.4&93.5
29 | 124.7 | 103.8 | 99.8 | 105.7
30 | 89.7 | 112.5 | 96.0 | 99.4

Additional structures follow:
item | SMILES | HS 578T | MALME-3M | SK-MEL-5 | UACC-257
31 | Cc1ccccc1OCC(O)CO (configuration not stated) | 99.6&85.1 | 98.8&149.0 | 97.1&111.6 | 105.3&106.5
32 | CCN1C[C@@H](C)n2c(c(O)c3c(=O)n(Cc4ccc(F)c(Cl)c4)nc(C(=O)NC)c32)C1=O | 16.7 | 5.1* | 15.1 | 3.7*
33 | CN(C)c1ccc(C2=NN(c3ccc(S(=O)(=O)NC(=O)NCc4ccccc4)cc3)C(c3ccc(Cl)cc3)C2)cc1 (configuration not stated) | 72.0 | . | 84.7 | 96.2
34 | CNC(=O)c1cc(Oc2ccc(NC(=O)Nc3ccc(Cl)c(C(F)(F)F)c3)c(F)c2)ccn1 | . | -36.3* | -95.9* | -50.3*
35 | Nc1ncnc2c1c(-c1cccc(OCc3ccccc3)c1)cn2C1CC(CN2CCC2)C1 (configuration not stated) | . | -79.7* | -96.7* | -79.4*
36 | CCCOc1ccc2nc(NC(=O)OC)[nH]c2c1 | 29.8 | 38.0 | . | 47.3
37 | O=C(O)c1ccc(Nc2ncc3c(n2)-c2ccc(Cl)cc2C(c2c(F)cccc2F)=NC3)cc1 | . | 76.5 | 60.6 | 46.4
38 | Cn1cc(-c2nc(N)nnc2-c2c[nH]c3ccccc23)c2cc(F)ccc21 | 87.0 | 99.6 | 92.1 | 98.4
39 | COc1ccc(C(=O)c2ccccc2)c(O)c1 | 79.3&117.0 | 134.1 | 102.8&95.9 | 118.0&121.0
40 | O=C(CC(CC(=O)c1cccs1)c1ccc(Cl)cc1Cl)c1cccs1 | 89.1 | 88.8 | . | 95.8

item | SK-MEL-2 | SK-MEL-28 | UACC-62 | LOX IMVI
31 | 109.0&124.9 | 110.4&118.4 | 102.4&98.5 | 93.5&99.5
32 | . | 28.9 | -4.8* | .
33 | 97.1 | 83.9 | 81.2 | 92.6
34 | . | -53.7* | -41.9* | -89.0*
35 | . | -69.6* | -55.9* | -75.0*
36 | -1.3* | 66.5 | 22.3 | 24.4
37 | . | 75.1 | 51.6 | 33.0
38 | 95.6 | 101.3 | 83.9 | 89.3
39 | 79.0&103.6 | 131.0&108.0 | 104.7 | 114.7&99.1
40 | 91.9 | 106.2 | 69.7 | 89.1

As a working copy, part of the list above:
item | SMILES | HS 578T | MALME-3M | SK-MEL-5 | UACC-257
39 | COc1ccc(C(=O)c2ccccc2)c(O)c1 | 79.3&117.0 | 134.1 | 102.8&95.9 | 118.0&121.0
40 | O=C(CC(CC(=O)c1cccs1)c1ccc(Cl)cc1Cl)c1cccs1 | 89.1 | 88.8 | . | 95.8

item | SK-MEL-2 | SK-MEL-28 | UACC-62 | LOX IMVI
39 | 79.0&103.6 | 131.0&108.0 | 104.7 | 114.7&99.1
40 | 91.9 | 106.2 | 69.7 | 89.1

Filtered by structure, those above containing an NH in an aromatic ring.
item | SMILES | HS 578T | MALME-3M | SK-MEL-5 | UACC-257
8 | Cn1cc(-c2nc(N)nnc2-c2c[nH]c3ccc(F)cc23)c2cc(Br)ccc21 | 80.3 | 94.9 | 87.2 | 100.8
22 | CCCSc1nc(NC(=O)CN2CCN(c3cc4c(cc3F)c(=O)c(C(=O)O)cn4C3CC3)CC2)cc(=O)[nH]1 | 46.1 | 97.5 | 92.0 | 104.5
36 | CCCOc1ccc2nc(NC(=O)OC)[nH]c2c1 | 29.8 | 38.0 | . | 47.3
38 | Cn1cc(-c2nc(N)nnc2-c2c[nH]c3ccccc23)c2cc(F)ccc21 | 87.0 | 99.6 | 92.1 | 98.4

item | SK-MEL-2 | SK-MEL-28 | UACC-62 | LOX IMVI
8 | 115.4 | 89.8 | 83.9 | 78.1
22 | 100.7 | 90.9 | 83.5 | 92.0
36 | -1.3* | 66.5 | 22.3 | 24.4
38 | 95.6 | 101.3 | 83.9 | 89.3
